Bioassay records deposited in PubChem by several laboratories.
aSyn UTR inh: 5' untranslated region of α-synuclein, MLPCN primary screen; alpha-synuclein 5'UTR reporter, inhibitor activity; inhibition, % (tested at 7.5 µM); 0.82% of 300,000 active; in the data active = inhibition above about 60%; inconclusive = no clear call, values can overlap the other calls;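 also: H4 neuroglioblastoma cells stably carrying SNCA 5'UTR luciferase fusion; 0% = DMSO wells and 100% = positive control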
TRPC4 potent: allosterically enhances the mouse TRPC4 cation channel; Q9QUQ5; HEK293 TRPC4beta/mu-opioid, DAMGO EC20, Fluo-4 Ca2+ flux; hits give high values; B-score at 10 µM; 0.42% of 310,000 active; AID 2227;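 active = B-score of calcium response area above 5 SD of library B-scores, with initial fluorescence ratio within 5 SD of library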;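 also: B-score of integrated fluorescence ratio over time as area under calcium response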
Target sequence (Q9QUQ5 whole entry, looked up): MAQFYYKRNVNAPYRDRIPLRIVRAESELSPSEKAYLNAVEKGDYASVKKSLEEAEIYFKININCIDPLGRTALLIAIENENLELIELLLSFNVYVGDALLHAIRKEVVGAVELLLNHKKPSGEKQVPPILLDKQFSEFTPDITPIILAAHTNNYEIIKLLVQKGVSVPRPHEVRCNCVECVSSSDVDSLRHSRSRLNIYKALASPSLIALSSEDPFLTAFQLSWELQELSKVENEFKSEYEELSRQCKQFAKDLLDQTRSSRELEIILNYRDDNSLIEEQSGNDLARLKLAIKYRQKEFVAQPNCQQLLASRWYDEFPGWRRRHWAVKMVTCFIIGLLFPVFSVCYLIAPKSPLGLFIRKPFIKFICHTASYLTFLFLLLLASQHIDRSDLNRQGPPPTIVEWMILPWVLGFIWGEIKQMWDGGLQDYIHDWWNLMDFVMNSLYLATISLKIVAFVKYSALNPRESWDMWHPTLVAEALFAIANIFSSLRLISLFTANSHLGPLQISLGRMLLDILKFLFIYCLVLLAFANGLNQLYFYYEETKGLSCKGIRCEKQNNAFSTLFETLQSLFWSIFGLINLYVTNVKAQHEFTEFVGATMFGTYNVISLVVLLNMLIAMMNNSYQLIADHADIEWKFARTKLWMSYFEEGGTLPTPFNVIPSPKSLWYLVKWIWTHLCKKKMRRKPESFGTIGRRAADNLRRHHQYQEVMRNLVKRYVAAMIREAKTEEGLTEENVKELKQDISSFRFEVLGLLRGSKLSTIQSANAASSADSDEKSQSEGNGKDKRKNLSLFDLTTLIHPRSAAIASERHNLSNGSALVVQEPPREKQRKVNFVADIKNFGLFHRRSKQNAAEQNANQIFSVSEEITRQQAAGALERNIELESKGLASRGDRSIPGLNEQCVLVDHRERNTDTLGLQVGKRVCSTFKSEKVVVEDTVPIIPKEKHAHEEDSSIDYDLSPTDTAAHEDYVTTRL
MrgX1 antagonist: human MrgX1 receptor antagonism, primary screen; Q96LB2; MRGX1-HEK293 calcium flux, Fluo-4, BAM8-22 antagonism; hits give low values; B-score at 10 µM; 1.3% of 310,000 active; AID 588676;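 active = calcium-response B-score plate-corrected more than 3 library SD below zero, starting fluorescence within 5 deviations, no agonist response on first addition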;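 also: peak minus trough fluorescence over baseline after final BAM8-22 challenge near maximal dose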
TRPC4 inh: TRPC4 (mouse) channel inhibition | B-score at 10 µM | 0.39% of 300,000 active | Q9QUQ5 | AID 2247 | HEK293 TRPC4beta/mu-opioid, DAMGO-evoked Fluo4 calcium flux; hits give low values;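 active = B-score over 3 SD under the library average, no early fluorescence shift, positive overall ratio signal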
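Test system – stable TRPC4beta/mu-opioid receptor HEK293 cells · Probe or stimulus – DAMGO, a submaximal dose followed by a maximal one · Dosing – one concentration per compound · Signal – Fluo4 calcium fluorescence by kinetic imaging, 5 s 1 Hz baseline · Evaluation – per-well B score of integrated baseline-normalized Fluo4 ratio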
KLF5 inh: inhibitors of KLF5 expression | 0.23% of 290,000 active | DLD-1 KLF5 promoter-luciferase reporter, luminescence | inhibition, % at 5 µM;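 active = inhibition above a per-plate limit of that plate's mean compound inhibition plus 3 SD, cut at about 60% in these data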;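 also: 0% = DMSO wells and 100% = LY294002 at 200 µM; higher means less KLF5 promoter-driven luciferase light; inactives centre near -14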
IEC-6 cytotox: kills IEC-6 intestinal cells in KLF5 counter-screen; IEC-6 cytotoxicity, luminescence viability; inhibition, % at 5 µM; 0.78% of 290,000 active; in the data active = inhibition above about 22%;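 also: 0% = plate median of test compound wells and 100% = cytotoxic reference compound wells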
TRPC4 agonist: TRPC4 (mouse) channel activation. Q9QUQ5. HEK293 TRPC4beta/mu-opioid, Fluo4 calcium fluorescence; hits give high values. B-score at 10 µM. 0.49% of 310,000 active;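 active = B-score above 5 SD of library B-scores, and initial fluorescence ratio not above library mean plus 5 SD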;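 also: positive B-score marks a calcium rise read as TRPC4 activation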
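System: HEK293 cells stably co-expressing mouse TRPC4beta and mu-opioid receptor; Schedule: Fluo4 dye loading 45 min at room temperature, 110 s recording; Detection: Fluo4 fluorescence, kinetic; Evaluation: B-scored integrated calcium fluorescence ratio; Controls: buffer (low) and maximal DAMGO (high).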
SKKanGAS inh: blocks kanamycin growth of S. pyogenes SKKanGAS strain | BacTiter-Glo, 6 h | 1.3% of 300,000 active | inhibition, % at 7.5 µM;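 active = mean replicate score, as percent of positive control median, at least 50; inconclusive = mean below 50 but one replicate at or above 50; inactive = mean and every replicate below 50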;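 also: strain carries kanamycin resistance gene driven by streptokinase promoter and grows in 40 µg/ml kanamycin; loss of luminescence reflects streptokinase promoter inhibition or plain growth inhibition; 0% = median of DMSO wells and 100% = positive control at its reference dose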
TRPC6 act: activators of mouse TRPC6 channel; Q61143; HEK293-TRPC6 membrane potential dye fluorescence; hits give high values; B-score at 10 µM; 0.13% of 310,000 active; AID 2550;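 active = B-score of the integrated fluorescence ratio above library mean plus 3 SD, and starting fluorescence ratio within library mean plus 5 SD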;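 also: higher score means more depolarization so channel activation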
HIF act: HIF pathway transcriptional activation; U2OS HRE-luciferase reporter, luminescence; normalized: DMSO 0%, desferrioxamine 100%; 0.32% of 300,000 active; activation, % at 7.5 µM (by protocol); AID 1910;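 active = mean activation of at least 10% of the iron chelator positive control signal, with at least half of replicates also reaching 10%; inconclusive = mean and replicate majority disagree about reaching 10%; inactive = mean and most replicates under 10%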
TRPC6 inh: inhibitors of mouse TRPC6 channel. AID 2553. 1.1% of 310,000 active. B-score at 10 µM. HEK293-TRPC6, membrane potential dye, ACh-evoked depolarization; hits give low values. Q61143;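 active = B-score under library mean minus 3 SD, initial fluorescence not abnormally high, positive integrated signal ratio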;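 also: B-score derived from integrated fluorescence ratio over the kinetic read; more negative B-score means stronger inhibition of depolarization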
* marks the source's active call; other numbers are inactive results; i = inactive; ? = inconclusive; . = no result given. Compounds as they come, and some 5.8% of all compounds hit somewhere here.

SMILES	aSyn UTR inh	TRPC4 potent	MrgX1 antagonist	TRPC4 inh	KLF5 inh	IEC-6 cytotox	TRPC4 agonist	SKKanGAS inh	TRPC6 act	HIF act	TRPC6 inh
CCOc1ccc2nc(NC(=O)C3CCN(S(=O)(=O)c4cnc[nH]4)CC3)sc2c1	6	i	i	i	-17	1	i	-6	i	0.2	i
Cc1ccc(CS(=O)Cc2ccc(C(=O)NC3CCCCC3)o2)cc1 (stereo unspecified)	37	i	i	i	10	-5	i	3	i	0.1	i
Cc1c(Cl)cccc1NC(=O)CCN1CCC(C(N)=O)CC1	-10	i	i	i	-36	-4	i	2	i	-0.8	i
O=C(Cc1csc(-c2ccccc2)n1)NCc1ccc(F)cc1	1	i	i	i	-4	2	i	-8	i	-3.1	i
COc1ccc2c(c1)C(C)=CC(C)(C)N2S(=O)(=O)c1ccc(Br)cc1	-86	i	i	i	22	68*	i	27	i	-0.1	i
O=C(CCCC(=O)N1CCN(c2ccccc2F)CC1)N1CCN(c2ccccc2F)CC1	5	i	i	i	-4	1	i	7	i	-0.3	i
N#Cc1ccccc1Sc1ccccc1C(=O)Nc1ccccc1	9	i	i	i	-12	2	i	4	i	0.3	i
CCCc1n(CC)c2ccccc2[n+]1CC(O)COC1CCCCC1 (stereo unspecified)	25	i	i	i	21	2	i	0	i	-0.2	i
CCOc1cccc(N(C(=O)CNC(=O)c2ccco2)C(C(=O)NCC2CCCO2)c2ccccc2)c1 (stereo unspecified)	12	i	i	i	-24	4	i	0	i	-1.0	i
CC(Oc1ccc(C(=O)c2ccccc2)cc1)C(=O)N1CCOCC1 (stereo unspecified)	-6	i	i	i	.	.	i	-5	i	-0.4	i
CC(C)CN(C(=O)COC(=O)c1cc2ccccc2oc1=O)C1CCS(=O)(=O)C1 (stereo unspecified)	0	i	.	i	-34	-4	i	-10	i	-0.3	i
O=C(Nc1nc2ccccc2n1CCN1CCOCC1)c1cn(-c2ccccc2)nc1-c1ccccc1	83*	i	i	i	-4	-5	i	85*	i	2.1	i
Cn1c(=O)c(/C(N)=N/OC(=O)c2ccccc2)cn(-c2ccccc2)c1=O	6	i	i	i	8	6	i	-3	i	0.3	i
O=C(CSc1ccc(-c2ccco2)nn1)NC1CCCC1	7	i	i	i	-10	0	i	5	i	0.3	i
Cn1c(SCC(=O)N2CCCC2)nc2cccnc21	-8	i	i	i	-33	3	i	-7	i	0.1	i
Cc1ccc(NC(=O)C2CCN(S(=O)(=O)c3ccc4c(c3)oc(=O)n4C)CC2)cc1	25	i	i	i	-7	2	i	-11	i	-1.1	i
O=C(Cn1cncn1)NCCCc1ccccc1	7	i	i	i	-20	-1	i	-3	i	-0.2	i
CC(=O)CCC(=O)c1ccc2ccccc2c1	-4	i	i	i	-12	-4	i	3	i	1.1	i
COc1ccc(CNC(=O)CSc2nnc(NC(=O)C3CC3)s2)cc1	-15	i	i	i	-4	-3	i	6	i	0.0	i
CCCCn1c(C)cc(/C=C(\C#N)C(=O)O)c1C	-13	i	i	i	-3	2	i	1	i	0.6	i
CNC(=O)N(C1=NCCCCC1)c1ccc(Br)cc1	21	i	i	i	-6	-10	i	2	i	-0.3	i
COc1ccc(N2CCN(C(=O)COc3ccc4c(C)c(C)c(=O)oc4c3C)CC2)cc1	11	i	i	i	-16	4	i	7	i	51*	i
CC1CC(C)CN(C(=O)COC(=O)CNS(=O)(=O)/C=C/c2ccccc2)C1 (stereo unspecified)	-3	i	i	i	-1	-3	i	-3	i	-0.4	i
CC(O)CNc1nc2c(c(=O)n(Cc3cccc(Cl)c3)c(=O)n2C)n1C (stereo unspecified)	6	i	i	i	-13	-8	i	-6	i	0.4	i
COC(=O)Cn1c(=N)n(CCN2CCCCC2)c2ccccc21	-8	i	i	i	-7	5	i	-7	i	-0.1	i
Clc1ccccc1-c1ncnc2ccc(Br)cc12	20	i	i	i	0	0	i	2	i	0.0	i
CCOC(=O)/C(=N\Nc1cc(Cl)ccc1Cl)N1CCN(C)CC1	-4	i	i	i	4	10	i	7	i	-0.7	i
Nc1nc(SCc2ccc(Cl)cc2Cl)ns1	-9	i	i	i	-23	1	i	12	i	0.1	i
Cc1cnc(NC(=O)CCN2C(=O)C3CCCCC3C2=O)s1 (stereo unspecified)	-13	i	i	i	-12	-13	i	1	i	-0.1	i
Cc1cc(C(=O)NC(C)C2CCCO2)cs1 (stereo unspecified)	-19	i	i	i	-51	-4	i	6	i	-0.1	i
O=C(CNCCc1ccccc1)Nc1ccc(C(=O)N2CCCCC2)cc1	14	i	i	i	-8	-3	i	-3	i	-0.3	i
COc1cc(OC)c(C(=O)Nc2ncn[nH]2)cc1OC	2	i	i	i	-32	2	i	1	i	-1.2	i
NC(=O)c1cc(NC(=O)c2ccc(NS(=O)(=O)c3cccs3)cc2)cc(C(N)=O)c1	8	i	i	i	12	0	i	-8	i	-0.2	i
Cc1ccc(NC(=O)Nc2ccc3c(c2)N(C)C(=O)CS3)cc1C	-10	i	i	i	-9	6	i	20	i	.	i
CCCCOc1ccc(N(CC(=O)NCC2CCCO2)C(=O)CCC(=O)Nc2nccs2)cc1 (stereo unspecified)	28	i	i	i	-17	4	i	-7	i	-0.4	i
Cc1c(NC(=O)COC(=O)c2ccc(F)c(S(=O)(=O)N3CCOCC3)c2)c(=O)n(-c2ccccc2)n1C	4	i	i	i	18	2	i	-11	i	-0.2	i
Nc1cc(N2CCCC2)ccc1[N+](=O)[O-]	17	i	i	i	-30	2	i	1	i	-0.7	i
CCN1CCN(C(c2ccccn2)c2c(NC(=O)c3ccccc3)sc(C)c2C)CC1 (stereo unspecified)	-26	i	i	i	-75	4	i	-4	i	0.5	i
COc1ccccc1NC(=O)N(Cc1ccco1)Cc1cc2ccc(C)c(C)c2[nH]c1=O	?	i	i	i	1	2	i	13	i	1.8	i
Cc1cn2c(nc1=O)OC1CC2OC1CO (stereo unspecified)	13	i	i	i	-21	-7	i	-4	i	-0.2	i
CC(=O)Nc1ccc(NCc2ccc(C)s2)cc1	-26	i	i	i	-55	-4	i	-11	i	1.0	i
O=C(Nc1cccc(O)c1)C1CC(c2ccc(Cl)cc2)=NO1 (stereo unspecified)	-14	i	i	i	-14	4	i	-5	i	-3.4	i
O=C(NCCNC(=O)c1ccccc1)c1ccccc1	6	i	i	i	-28	-6	i	-14	i	0.3	i
CC(C)NC(=O)NC(=O)COC(=O)c1ncc(Cl)c(Cl)c1Cl	-22	i	i	i	-5	0	i	-1	i	-0.7	i
NC(=O)c1ccc(SCC(=O)OCC(=O)N2CCN(C(=O)c3ccco3)CC2)c([N+](=O)[O-])c1	-3	i	i	i	.	.	i	-5	i	-0.2	i
Cc1cccn2c(=O)c(/C=N/O)c(NCc3ccccc3)nc12	19	i	i	i	-24	-3	i	-5	i	-0.5	i
O=C(CSc1n[nH]c(=O)[nH]c1=O)c1ccccc1	7	i	i	i	10	4	i	-16	i	0.1	i
C=CCOc1ccc(CNc2nn[nH]n2)cc1	17	i	i	i	-16	-2	i	-10	i	0.3	i
COc1cc(C(=O)NC2CCCC2)c(Br)c(OC)c1OC	0	i	i	i	0	6	i	2	i	0.0	i
CC(C)(C)NC(=O)C(=O)NNC(=O)c1ccc(C(C)(C)C)cc1	6	i	i	i	-16	-2	i	-3	i	0.3	i

Further entries.
SMILES	aSyn UTR inh	TRPC4 potent	MrgX1 antagonist	TRPC4 inh	KLF5 inh	IEC-6 cytotox	TRPC4 agonist	SKKanGAS inh	TRPC6 act	HIF act	TRPC6 inh
COc1ccc(-c2cc(C(=O)O)no2)cc1	4	i	i	i	-5	10	i	-1	i	-0.4	i
CCC1Sc2ccc(S(=O)(=O)CCC(=O)NCc3ccco3)cc2NC1=O (stereo unspecified)	9	i	i	i	-6	-1	i	8	i	-0.4	i
O=C(CC1SC(=Nc2ccccc2F)N(CCN2CCOCC2)C1=O)Nc1ccc(F)cc1F (stereo unspecified)	21	i	i	i	-27	1	i	-5	i	-0.5	i
Cc1cc(O)c(NC(=O)c2cc([N+](=O)[O-])ccc2Cl)cc1C	-106	i	i	i	6	6	i	2	i	3.1	i
O=C(Nc1ccc(C#Cc2ccccc2)cc1)C1CC1	-113	i	i	i	-45	4	i	24	i	2.4	i
CNc1nc(Oc2ccc(C(=O)OC)cc2)nc(SC)n1	20	i	i	i	-6	1	i	-5	i	-0.1	i
CC(=O)c1ccc(N2CCN(C(=S)Nc3ccccc3F)CC2)cc1	7	i	i	i	-25	3	i	-2	i	3.2	i
Cc1ccc(NC(=O)CN(C)S(=O)(=O)c2cccc3nsnc23)cc1C	14	i	i	i	-14	-2	i	-6	i	0.1	i
CN1c2ccccc2N(C)C1c1ccc2c(c1)OCO2	1	i	i	i	-43	2	i	-14	i	0.3	i
CC1CCc2c(sc(NC(=O)CCC(=O)O)c2C(=O)NC2CC2)C1 (stereo unspecified)	-18	i	i	i	-28	2	i	-3	i	0.4	i
Cc1cccc(C)c1NC(=O)C(NC(=O)c1ccccn1)c1ccc([N+](=O)[O-])cc1 (stereo unspecified)	-9	i	i	i	11	-1	i	6	i	-16	i
CCn1cc(CN2CCC(C(=O)Nc3ccc(Oc4ccccc4)nc3)CC2)cn1	-8	i	i	i	-1	-6	i	-3	i	-0.3	i
Cc1nc(C)c(Cc2ccccc2Cl)c(=O)[nH]1	-2	i	i	i	-19	4	i	4	i	-0.3	i
COc1ccc(OC)c(-c2csc(N3CCC(c4ccccc4)CC3)n2)c1	19	i	i	i	-6	-3	i	-14	i	-0.8	i
COc1ccc(NC(=O)/C=C/c2ccco2)cn1	-237	i	i	i	-134	1	i	11	i	1.7	i
Cc1cccc(C)c1N(CC(=O)N(C)Cc1ccccc1)S(C)(=O)=O	3	i	i	i	-24	-2	i	-4	i	0.2	i
CC1CC(C)CN(C(=O)c2ccc3c(c2)N(Cc2ccccc2)CCS3)C1 (stereo unspecified)	37	i	i	i	-8	2	i	-1	i	0.2	i
